Compound activity (PubChem)
uPA generation = qHTS for Inhibitors of Cell Surface uPA Generation | cell surface uPA generation assay, qHTS | Potency, µM (doses to about 38.3 µM), for the others: at the top dose activity change, negative = inhibition, actives largely listed as inhibitors | 330,000 compounds, 0.31% hits; active means well fitted inhibition curve with a large enough effect; inconclusive means small, poorly fitted or top-dose-only effect; inactive means no such curve, though single readings can be large or run the other way; tested in mouse RAW 264.7 cells; further: potency means the concentration at half of the fitted maximal effect; nearly all actives have a fitted effect of over 55% in size
Giardia killer = Small Molecules that selectively kill Giardia lamblia: qHTS; Giardia lamblia trophozoite viability; activity change, % at 7.66 µM, hits read low; 340,000 compounds, 0.15% hits; in the data active means activity change below about -80%; inconclusive means between about -30% and that limit;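 further: parasites exposed to compound for two days anaerobically before the ATP read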
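Viability, read as ATP luminescence: trophozoites at 100 cells/well, compound added, 48 hrs anaerobic at 37 deg C, then 15-30 min room-temperature development before reading.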
KCNH2 WT inh = qHTS for Inhibitors of KCHN2 3.1: Wildtype qHTS; U2OS, BacMam KCNH2, thallium flux FluxOr; stronger effect = lower value; activity change, % at 1.84 µM; 340,000 compounds, 0.37% hits; AID 720551, 2013;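 active means maximum activity change below -70%; inconclusive means maximum activity change between -70% and -50%; inactive means maximum activity change above -50%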
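U2OS cells transduced with wild-type KCNH2 virus are loaded with FluxOr dye for 45 min, and thallium flux is measured in kinetic reads before and after stimulation buffer. Rate constants are normalized to DMSO controls.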
USP2a inh = qHTS Assay for Inhibitors of Ubiquitin-specific Protease USP2a Using CHOP2 as the Reporter; USP2 core, Ub-CHOP2 coupled fluorogenic reporter, 485/531; Potency, µM (doses to about 38.3 µM), inactives show at the highest dose activity change, negative = inhibition, usual class: inhibitors; 330,000 compounds, 0.01% hits; AID 463254, 2010;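 further: potency means the concentration at half of the fitted maximal effect; plate controls were DMSO wells for no effect and full inhibition by NEM control for full effect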
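USP2 core (10nM final) preincubated 30min RT with compound in 20mM Tris-HCl pH 8.0, 2mM CaCl2, 2mM beta-mercaptoethanol, 0.05% CHAPS; 25nM Ub-CHOP2 plus 25nM reporter substrate added, fluorescence (Ex485/Em531) read after 60min.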
Eya2 inh = qHTS Assay for Inhibitors of the Phosphatase Activity of Eya2; recombinant Eya2, OMFP fluorescence dephosphorylation (OMFP is methylfluorescein phosphate); Potency, µM (doses to about 76.9 µM), for inactives: at the top dose activity, negative = inhibition, hits mostly inhibitors; 330,000 compounds, 0.006% hits; AID 488837, 2010; further: potency means the concentration at half of the fitted maximal effect
Target sequence (O00167 whole entry, looked up): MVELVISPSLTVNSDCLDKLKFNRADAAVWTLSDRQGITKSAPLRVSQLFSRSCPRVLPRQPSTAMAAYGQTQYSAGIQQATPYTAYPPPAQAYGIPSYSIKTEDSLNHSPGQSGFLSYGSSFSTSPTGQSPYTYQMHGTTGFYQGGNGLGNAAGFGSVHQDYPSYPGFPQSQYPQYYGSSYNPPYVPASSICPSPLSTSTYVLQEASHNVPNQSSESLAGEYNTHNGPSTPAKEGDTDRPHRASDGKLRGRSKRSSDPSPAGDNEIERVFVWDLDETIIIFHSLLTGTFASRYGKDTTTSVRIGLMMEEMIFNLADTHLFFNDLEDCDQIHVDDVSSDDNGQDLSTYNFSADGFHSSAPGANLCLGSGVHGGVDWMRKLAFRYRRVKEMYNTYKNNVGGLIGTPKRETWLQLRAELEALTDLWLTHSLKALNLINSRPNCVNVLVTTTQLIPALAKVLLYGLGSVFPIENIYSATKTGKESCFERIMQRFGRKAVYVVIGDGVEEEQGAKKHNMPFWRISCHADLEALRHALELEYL
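Eya2 protein (added as 0.2 uM solution) was preincubated with compound for 10 min at ambient temperature in 50 mM HEPES pH 7.5, 50 mM NaCl, 5 uM MgCl2, 0.05% BSA, 1 mM DTT. OMFP (added at 50 uM) then reacted 10 min; fluorescence read at 485/525 nm.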
FBPA coupling cs = qHTS Assay for Inhibitors of Fructose-1,6-bisphosphate Aldolase from Giardia Lamblia: Coupling assay counterscreen; coupling enzyme system counterscreen, AmpLite Red fluorescence; 290,000 compounds, 0.67% hits; activity change, negative = inhibition, % at 58.2 µM, hits read low; in the data active means activity change below about -30%
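First, compound is pin-transferred into glyceraldehyde-3-phosphate coupling-enzyme reagent at 57.5 uM final and held 10 min at RT. Next, substrate, coupling system and AmpLite Red are added. After 20 min RT, fluorescence (525/598 nm) is read.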
KCNH2 3.1 inh = qHTS for Inhibitors of KCHN2 3.1: Mutant qHTS; activity change, % (tested at about 1.8 µM); AID 720553, 2013; 340,000 compounds, 0.95% hits; Potassium voltage-gated channel subfamily H member 2, brain isoform KCNH2 3.1 (human); U2OS KCNH2 3.1, thallium flux FluxOr; stronger effect = lower value;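 active means maximum activity change below -70%; inconclusive means maximum activity change from -70% to -50%; inactive means maximum activity change above -50%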;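 further: thallium influx rate constant from kinetic fluorescence after stimulation buffer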
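Channel expression came from 3.1 mutant virus (1.77 x 10^8 /mL) applied to suspended U2OS cells for 4 h. Flux was tracked with FluxOr dye plus Red40 quencher, and kinetic rate constants normalized to controls.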
BCR signal inh = qHTS Assay to Find Inhibitors of Chronic Active B-Cell Receptor Signaling | ABC-DLBCL IkBa-CBG/CBR reporter, luminescence ratio, 4 h | Potency, µM (doses to about 46.1 µM), for inactives: at the highest dose ratio change, negative = lower green/red ratio, actives largely listed as inhibitors | 340,000 compounds, 0.05% hits | AID 493014, 2011; active means well fitted inhibition curve with a large enough effect in the signal ratio, with a control signal flat, not every such curve was filed as active; inconclusive means small, poorly fitted or top-dose-only effect, or effect the other way, or a change in a side signal; the % refers to the signal ratio;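 further: potency means the concentration at half of the fitted maximal effect; plate controls were basal doxycycline-induced cells for no effect and cells given 10 µM MG132 for full effect; MG132 reads +100%, hits lower the ratio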
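Doxycycline induced both beetle luciferases in TMD8 lymphoma cells; IKK-driven degradation limits the IkappaBalpha-fused green signal, while red luminescence normalises for cell number and nonspecific effects. Compounds tested up to 46 uM, 4 hrs.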
GALK inh = qHTS Assay for Inhibitors of Human Galactokinase (GALK); Purified GALK, Kinase-Glo residual ATP luminescence; Potency, µM (titrated, usually from 57.5 µM), without a hit: at the top dose activity change, negative = inhibition, actives largely listed as inhibitors; 270,000 compounds, 0.007% hits; further: potency means the concentration at half of the fitted maximal effect
Target sequence (P51570 whole entry, looked up): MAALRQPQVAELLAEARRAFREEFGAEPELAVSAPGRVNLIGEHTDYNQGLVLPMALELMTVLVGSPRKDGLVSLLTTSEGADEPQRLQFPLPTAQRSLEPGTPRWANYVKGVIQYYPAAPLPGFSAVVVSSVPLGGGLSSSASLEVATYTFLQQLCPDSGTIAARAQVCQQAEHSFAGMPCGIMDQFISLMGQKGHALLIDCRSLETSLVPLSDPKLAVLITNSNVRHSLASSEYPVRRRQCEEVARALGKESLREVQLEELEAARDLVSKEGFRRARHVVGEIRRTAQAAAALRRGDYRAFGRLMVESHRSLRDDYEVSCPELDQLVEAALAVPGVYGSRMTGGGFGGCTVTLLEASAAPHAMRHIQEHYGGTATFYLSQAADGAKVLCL
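Quantitative HTS: GALK 5 nM, ATP 35 uM, galactose 100 uM, 1 h room temperature, then luciferase-based ATP detection.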
B2AR arrestin = qHTS assay of beta-arrestin-biased ligands of beta2-adrenergic receptor; beta-arrestin recruitment to beta2AR, cell-based reporter; Beta-2 adrenergic receptor (Homo sapiens), P07550; 330,000 compounds, 0.02% hits; AID 492947, 2010; Potency, µM (series often up to 46.1 µM), for the others: at the highest dose activation, usual class: activators;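 further: potency means the concentration at half of the fitted maximal effect; 0% = DMSO controls and full agonism = EC100 isoproterenol or metaproterenol; nearly all actives have a fitted effect of over 65% in size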
PKM2 act = qHTS Assay for Activators of Human Muscle isoform 2 Pyruvate Kinase; purified PKM2, Kinase-Glo ATP luminescence, activation; response scale: 0% is enzyme alone, no compound; Potency, µM (titrated, usually from 57.5 µM), for inactives: top-dose activation, most hits filed as activators; AID 1631, 2009; 260,000 compounds, 0.34% hits; further: potency means the concentration at half of the fitted maximal effect; nearly all actives have a fitted effect of over 55% in size
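Kinase-Glo luminescence reports ATP generated from ADP (0.1 mM) and PEP (0.5 mM) by purified hPK-M2 after 1 h at room temperature, pH 7.2 imidazole buffer; intermediate enzyme activity allows detecting inhibitors and activators.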
The depositor's hits bear a star; i = inactive; ? = inconclusive; / = no result given; [ ] = dose if it differs, or a comment. Unless noted, the call rests on the fitted dose curve; in most records, active means well fitted curve in the direction sought with a large enough effect; inconclusive means small, poorly fitted or top-dose-only effect, or another doubt; inactive means no such curve, though single readings can be large; an effect the other way counts as inactive or inconclusive. Unless noted, on the % scale 0 is the no-effect control and ±100 the full control effect. Compounds as they come; overall some 2.4% were active at least once.

SMILES	uPA generation	Giardia killer	KCNH2 WT inh	USP2a inh	Eya2 inh	FBPA coupling cs	KCNH2 3.1 inh	BCR signal inh	GALK inh	B2AR arrestin	PKM2 act
COc1cc(Cn2c(-c3nonc3N)nc3ccccc32)ccc1C	-7.7%	-8.7	0.9	4.1%	-9.0%	-2.8	6.3	?	0.2%	-0.2%	2.2%
COc1cc(F)ccc1S(=O)(=O)n1c(C)nc2ccccc21	34.0%[activator]	-11.9	-8.0	0.7%	7.3%	0.0	-8.8	-2.8%	2.8%	0.1%	?
Cc1ccccc1NS(=O)(=O)c1cc(C(=O)N2CCCC2)ccc1Cl	-4.8%	-9.6	7.3	-0.3%	3.4%	0.2	1.2	2.9%	-0.7%	-1.2%	-3.2%
COCCn1c(-c2ccccc2F)n[nH]c1=S	3.3%	23.4	2.3	-1.0%	-5.1%	-1.2	-6.0	6.9%	-1.1%	-1.0%	-18.6%
CCc1nc(SCc2ccc(Br)cc2)n[nH]1	-4.8%	5.0	-3.8	-0.9%	4.7%	-11.2	-2.3	0.4%	-2.5%	-1.0%	/
Cc1ccc2oc3c(c(=O)c2c1)C(c1cccc(O)c1)N(c1ccccn1)C3=O (stereo not given)	8.8%	-14.2	1.9	-0.3%	-6.5%	1.9	-4.1	5.1%	-0.3%	0.1%	-2.7%
COCCn1nnnc1C(c1cc2cc(C)ccc2[nH]c1=O)N1CCc2ccccc21 (stereo not given)	-2.7%	4.7	-19.8	0.0%	3.0%	-28.2	-1.0	5.6%	0.0%	-0.2%	-1.6%
Cc1ccccc1Cn1nc(C)c(NC(=O)C2(C)CC2(Cl)Cl)c1C (stereo not given)	2.1%	1.4	4.2	2.0%	0.0%	5.5	5.8	0.5%	/	-1.1%	-2.7%
Cc1nc(Nc2ccc(Cl)cc2Cl)sc1C(=O)Nc1ccccc1	-0.4%	21.1	-2.8	-10.3%	-5.6%	-8.3	-8.8	?	-2.9%	-0.1%	-8.6%
Cc1ccc(C)c(CN2C(=O)c3ccccc3S(=O)c3ccc(C(=O)N4CCN(c5ccccn5)CC4)cc32)c1 (stereo not given)	-9.8%	2.4	i	-11.8%	-8.3%	-2.5	0.0	?	1.1%	-0.3%	-19.6%
CCc1ccccc1NC(=O)CC(NCc1ccccc1)C(=O)O (stereo not given)	9.8%	?	-4.6	0.0%	-13.0%	-1.3	11.8	-0.3%	-1.9%	0.2%	-2.3%
CC(C)C(=O)N1CCN(c2ccc(NC(=O)c3ccc4c(c3)OCCO4)cc2)CC1	-0.4%	1.3	6.0	1.5%	3.3%	2.6	5.2	?	8.4%	0.0%	-6.8%
Cc1ccc(C(=O)N2C(=O)C(c3ccccc3)Oc3ccccc32)cc1 (stereo not given)	-2.9%	13.6	-1.4	-5.6%	-0.8%	1.5	-19.8	?	-1.1%	0.2%	0.6%
Cc1ccc(Cl)cc1NC(=S)N/N=C/c1cccc2ccccc12	-3.9%	-6.2	-3.8	0.1%	-3.6%	0.3	-1.3	?	-1.0%	-0.3%	8.6%
C#CCNc1nc(C(C)C)nc2c1nnn2Cc1ccccc1F	-2.9%	-5.7	-15.0	0.2%	17.7%	1.7	-14.3	2.0%	-1.9%	-0.1%	20.4%
COc1ccc(C2(C)NC(=O)N(CC(=O)NC3(C#N)CCCCC3)C2=O)cc1 (stereo not given)	4.1%	5.4	-18.8	3.0%	1.6%	/	-10.6	-1.2%	-0.3%	-0.1%	-2.1%
Cc1cc(C(=O)CSc2nnc(C3COc4ccccc4O3)n2C)c(C)n1-c1ccc(F)cc1 (stereo not given)	10.4%	2.9	2.4	-6.9%	6.5%	-2.9	-21.7	?	0.8%	-1.0%	-0.5%
CCOc1ccc(CNC(=O)C2Cc3cc(S(=O)(=O)N4CCCCC4)ccc3N2C(C)=O)cc1 (stereo not given)	-18.8%	?	13.1	-1.8%	-0.4%	/	1.4	4.6%	-8.6%	0.1%	/
C#CCOCCOCCOCCNc1nc(N2CCOCC2)nc(N2CCN(C(=O)[C@H](Cc3ccc(O)cc3)n3cc([C@@H](N)CC(C)C)nn3)CC2)n1	-5.9%	-5.4	0.4	8.3%	-14.7%	4.5	7.7	2.6%	-0.1%	0.1%	-1.7%
CS(=O)(=O)N(CCc1ccccc1)CC(=O)Nc1ccc(OCc2ccccc2)cc1	-2.9%	8.3	-3.4	1.8%	-12.2%	1.3	-0.9	9.2%	-0.2%	-0.8%	-1.1%
Nc1ccc2nc3n(c(=O)c2c1)CCC3	-5.0%	17.0	-12.2	-0.1%	-5.2%	-2.1	5.9	5.8%	2.1%	0.2%	-0.4%
CC(CC(=O)Nc1ccc(C(N)=O)cc1)c1ccccc1 (stereo not given)	4.9%	3.7	0.4	2.5%	6.3%	0.8	24.1	-7.3%	-0.1%	-0.7%	-6.0%
COC(=O)c1ccc2c(=O)n(CC3CCCO3)c(SCC(=O)Nc3ccccc3OC)nc2c1 (stereo not given)	-1.9%	11.0	6.6	-2.0%	1.5%	-0.7	-2.9	-0.3%	-1.2%	-0.4%	0.2%
Cc1nn(CC(=O)NNC(=S)Nc2ccccc2)c(C)c1[N+](=O)[O-]	/	9.2	0.4	-0.8%	-9.5%	4.2	6.9	-5.7%	-0.4%	0.1%	-0.2%
O=C(COC(=O)/C=C/c1cccc(F)c1)NC(=O)NC1CCCC1	5.4%	9.8	-3.4	-5.2%	-10.9%	/	-10.6	-11.0%	/	-0.5%	/
COc1ccc(OCCCC(=O)OC(C)C(=O)Nc2cccc(C(C)=O)c2)cc1 (stereo not given)	2.5%	8.8	-6.2	-0.5%	-0.4%	/	44.9	7.5%	6.5%	0.3%	-2.2%
Cc1cc(NC(=O)CSc2n[nH]c(=O)[nH]c2=O)ccc1Br	-8.0%	-9.7	0.5	1.4%	1.6%	7.0	4.2	12.5%	-0.6%	4.3%	-0.6%
COC(=O)c1ccccc1NC(=O)CN(C)S(=O)(=O)c1ccc(OC)c(C)c1	/	6.9	-8.7	-4.3%	-19.0%	-5.0	3.5	?	-3.0%	-0.8%	-1.9%
COc1nc(N(C)C)nc(-n2nnc(C(C)=O)c2C)n1	0.3%	-14.4	-1.7	2.4%	-0.5%	0.1	7.2	4.5%	0.5%	0.4%	1.3%
Cc1ccc(S(=O)(=O)Nc2cc(C(=O)N3CCOCC3)ccc2N2CCCCC2)cc1	4.4%	-10.3	-6.4	2.1%	4.5%	-3.5	2.3	0.3%	-2.5%	-1.0%	1.5%
O=C(CCc1nc2sc3c(c2c(=O)[nH]1)CCCC3)N1CCN(c2ccccc2)CC1	0.5%	2.9	-1.9	0.6%	7.9%	/	-11.4	-0.2%	/	0.3%	/
COC(CNS(=O)(=O)c1cc2c3c(c1)CCN3C(=O)CC2)OC	3.0%	4.0	-7.8	-7.6%	-0.8%	0.2	-8.1	0.2%	0.5%	3.0%	/
O=C(NCCC1=CCCCC1)C1CCN(C(=O)c2ccc(Cl)cc2)CC1	10.0%	1.3	-27.4	2.1%	10.5%	4.1	20.0	18.3%	-2.0%	-0.6%	-2.5%
COc1ccc(CN(CCC#N)C(=S)NC(=O)c2ccccc2)cc1	-4.2%	-6.5	-9.9	0.8%	1.1%	/	-17.2	?	-1.7%	?	2.4%
O=C(Cn1nc(-c2ccccc2)nc1-c1ccccc1)OC1CCCCC1	10.5%	-23.1	3.4	-5.1%	-14.4%	1.8	-0.2	5.1%	-2.9%	-0.2%	-10.0%

Fetched by structure from above, 3 records:
SMILES	uPA generation	Giardia killer	KCNH2 WT inh	USP2a inh	Eya2 inh	FBPA coupling cs	KCNH2 3.1 inh	BCR signal inh	GALK inh	B2AR arrestin	PKM2 act
COCCn1nnnc1C(c1cc2cc(C)ccc2[nH]c1=O)N1CCc2ccccc21 (stereo not given)	-2.7%	4.7	-19.8	0.0%	3.0%	-28.2	-1.0	5.6%	0.0%	-0.2%	-1.6%
Cc1ccc(C)c(CN2C(=O)c3ccccc3S(=O)c3ccc(C(=O)N4CCN(c5ccccn5)CC4)cc32)c1 (stereo not given)	-9.8%	2.4	i	-11.8%	-8.3%	-2.5	0.0	?	1.1%	-0.3%	-19.6%
O=C(Cn1nc(-c2ccccc2)nc1-c1ccccc1)OC1CCCCC1	10.5%	-23.1	3.4	-5.1%	-14.4%	1.8	-0.2	5.1%	-2.9%	-0.2%	-10.0%
